# OPRM1-OPRD1 inv: inverse agonist of human OPRM1-OPRD1 heterodimerization | P35372+P41143 | cell-based MOR-DOR heterodimer luminescence, inverse agonism | inhibition, % at 9.3 µM | hit rate 0.21% among 340,000 | AID 504357; in the data active = inhibition above about 22%, passing the limit was not always enough;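 note: 0% = cells with DMSO and 100% = wells without cells with DMSO; values of inactives mirror those of a sister screen read the other way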
# cardiac RTF act: increases calcium sensitivity of human cardiac regulated thin filaments. IANBD-labeled TnC RTF fluorescence at EC20 calcium; 0% EC20 calcium, 100% full calcium. activation, % at 7.2 µM. hit rate 0.24% among 340,000. AID 493008;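 active = activation above the mean over all tested compounds plus 3 SD, cut at about 30% in these data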;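 note: rise in fluorescence read as greater calcium sensitivity of cardiac thin filaments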
# Arr AP2 block: human beta-arrestin and AP2 interaction inhibition; FITC-arrestin peptide / GST-AP2 beads, flow cytometry; AP2 beta2 appendage carries R879A mutation; inhibition, % at 10 µM; hit rate 0.31% among 340,000;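 active = inhibition above a set limit, near 3 SD of compounds lacking own fluorescence, cut at about 54% in these data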;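 note: plate controls were DMSO wells for no effect and 5 µM unlabelled arrestin peptide for full effect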
#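 System: GST-tagged AP2 beta2-adaptin appendage (R879A) on 4 µm glutathione beads / Reagent: FITC-arrestin peptide, 50 nM / Detection: HyperCyt-sampled flow cytometry, FL1 channel, ex 488/em 535 nm / Timing: 12 min plus 1 h, RT / Buffer or medium: PBS plus Tween 20 (0.05%) and BSA (0.1%)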
# RTF Ca sens inh: cardiac RTF calcium desensitization. AID 493244. inhibition, % at 7.15 µM. IANBD-labeled cardiac RTF, Ca2+ fluorescence. hit rate 0.12% among 340,000;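 active = inhibition above the mean inhibition of all tested compounds plus 3 SD, cut at about 17% in these data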;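 note: assay run at fixed EC70 calcium of 1.6 mM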
# MOR-DOR ag: OPRM1-OPRD1 heterodimerization agonism; activation, % at 9.3 µM; P35372+P41143; hit rate 0.3% among 340,000; cells, luminescence; in the data active = activation above about 18%;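 note: 0% = vehicle-treated cells and 100% = reference agonist; values of inactives mirror those of a sister screen read the other way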
# Keap1-Nrf2 PPI: disrupts human Keap1 binding to Nrf2 peptide. hit rate 0.15% among 340,000. AID 504523. Q14145. inhibition, % at 9.4 µM. Keap1 Kelch-Nrf2 peptide fluorescence polarization, 1536-well; in the data active = inhibition above about 12%; inconclusive = no clear call, values can overlap the other calls; inactive = below about 7.3%;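 note: human Keap1 Kelch domain with fluorescein labeled Nrf2 9mer peptide probe; 0% = neutral control wells and 100% = peptide positive control; higher means more block of Keap1 binding to Nrf2 peptide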
# V-ATPase pHluor: alters yeast V-ATPase proton transport; S. cerevisiae, pHLuorin cytosolic pH fluorescence; response, % at 10 µM; hit rate 0.37% among 350,000; in the data active = response mostly above about 7.3%, no sharp cut-off; inactive = mostly below about 5.4%; note: actives read high; inactives centre near 0; some compounds called inactive have numbers as strong as hits; reference of the scale not given here
# C-LANA FP: blocks KSHV LANA C-terminal domain binding to DNA. MBP-C-LANA/FAM-LBS DNA binding, fluorescence polarization. inhibition, % at 9 µM. hit rate 0.078% among 340,000. AID 504423;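 active = highest replicate inhibition at or above 60% at 9 µM, even if other replicates fall short; inactive = all replicates below 60% inhibition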;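 note: 0% = neutral control wells and 100% = 4 µM acridine orange control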
# Pemphigus Ab inh: human desmoglein-3 autoantibody binding inhibition; P32926; DSG3-coupled beads, scFv-anti-DSG3-GFP binding, flow cytometry; active compounds read low; binding (percent of control), % at 10 µM; hit rate 0.48% among 310,000;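 active = binding more than 3 SD below its plate's average and above zero; inconclusive = below that plate limit but binding exactly zero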;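 note: hits lower antibody fragment binding to DSG3; some compounds called inactive have numbers as strong as hits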
# Target sequence (P32926 whole entry, looked up, the tested form may be a part): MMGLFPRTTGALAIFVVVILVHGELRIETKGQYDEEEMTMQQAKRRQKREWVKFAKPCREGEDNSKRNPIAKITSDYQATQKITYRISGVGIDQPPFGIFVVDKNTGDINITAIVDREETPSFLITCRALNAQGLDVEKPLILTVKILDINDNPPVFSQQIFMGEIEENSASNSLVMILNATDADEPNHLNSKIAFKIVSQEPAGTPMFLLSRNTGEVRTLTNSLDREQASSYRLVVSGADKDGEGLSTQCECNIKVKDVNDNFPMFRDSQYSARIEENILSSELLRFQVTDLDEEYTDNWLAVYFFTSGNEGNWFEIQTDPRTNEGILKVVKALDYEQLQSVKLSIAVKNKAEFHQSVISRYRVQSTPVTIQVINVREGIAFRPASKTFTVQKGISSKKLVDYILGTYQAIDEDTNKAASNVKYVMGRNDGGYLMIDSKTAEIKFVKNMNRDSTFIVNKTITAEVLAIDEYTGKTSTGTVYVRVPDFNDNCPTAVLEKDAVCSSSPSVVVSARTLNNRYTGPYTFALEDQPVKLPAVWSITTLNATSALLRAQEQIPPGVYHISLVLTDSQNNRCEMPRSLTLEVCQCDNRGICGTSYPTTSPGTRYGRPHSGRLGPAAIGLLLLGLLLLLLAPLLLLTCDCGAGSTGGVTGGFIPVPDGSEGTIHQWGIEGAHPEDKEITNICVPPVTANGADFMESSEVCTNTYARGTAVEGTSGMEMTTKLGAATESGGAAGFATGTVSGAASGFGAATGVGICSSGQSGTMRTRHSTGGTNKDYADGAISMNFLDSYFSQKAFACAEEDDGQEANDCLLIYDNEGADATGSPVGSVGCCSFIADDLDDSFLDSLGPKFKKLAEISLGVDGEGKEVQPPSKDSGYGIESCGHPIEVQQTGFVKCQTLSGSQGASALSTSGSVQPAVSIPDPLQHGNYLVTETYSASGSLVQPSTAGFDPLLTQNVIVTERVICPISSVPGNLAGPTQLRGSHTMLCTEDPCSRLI
# Wnt bcat act: activators of Wnt/beta-catenin signaling. hit rate 1.2% among 300,000. Wnt/beta-catenin reporter cell assay, activator, plate reader. activation, % at 9.35 µM. AID 743398; in the data active = activation above about 30%, passing the limit was not always enough; inconclusive = no clear call, values can overlap the other calls;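 note: 0% = neutral control wells and 100% = positive control wells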
# * marks the source's active call; other numbers are inactive results; ? = inconclusive; nt = not tested or not shown. An unsorted share of the library; 3.1% or so of the library scored in one or more.
Molecule,OPRM1-OPRD1 inv,cardiac RTF act,Arr AP2 block,RTF Ca sens inh,MOR-DOR ag,Keap1-Nrf2 PPI,V-ATPase pHluor,C-LANA FP,Pemphigus Ab inh,Wnt bcat act
O=C(COc1ccc(Cl)cc1)NNC(=O)c1ccc2c(=O)n3c(nc2c1)CCC3,-7,-3,-11,-2,1.1,0,1,5.1,101,-1
COC(=O)C1=CN(Cc2ccc(OC)c(OC)c2)C=C(C(=O)OC)C1c1cccs1,-1,12,14,-6,0.2,-2,-2,0.7,76,1
N#CCC(=O)Nc1ncc(Cc2ccccc2Cl)s1,9,-2,33,2,-1.7,-2,-2,0.3,97,2
Cc1cc2cc(CNS(=O)(=O)N(C)C)ccc2[nH]1,-3,-4,0,-4,0.5,1,2,-1.3,94,4
CCN(CC)S(=O)(=O)c1cccc(C(=O)NCC2CCCCC2)c1,-16,5,-7,-1,1.9,2,0,1.4,102,-2
COc1ccc(N(C)S(=O)(=O)c2ccc(Cl)c(C(=O)NCC(C)(C)N3CCOCC3)c2)cc1,0,4,-5,1,0.1,-3,-2,2.0,92,15
CN(C)S(=O)(=O)N1CCN(S(=O)(=O)c2ccc(F)cc2)CC1,21,0,0,-1,-4.5,-4,0,0.7,nt,-6
COc1ccc(C(=O)N2CCN(CCNC(=O)C(=O)Nc3ccc(Br)cc3)CC2)cc1,-1,4,2,1,0.1,-7,-3,0.7,108,-8
O=C(O)C1CCCN(S(=O)(=O)Cc2ccccc2)C1 (centres undefined),11,0,-13,-9,-2.4,-3,-2,-0.3,104,0
CC(=O)NC(=O)COC(=O)c1ccc2ncsc2c1,12,-2,-2,-6,-2.4,0,-4,1.2,99,-2
Cc1ccc(S(=O)(=O)Nc2nc3ccccc3s2)cc1,-1,3,9,-15,0.2,6,-3,1.3,107,2
O=[N+]([O-])c1ccccc1S(=O)(=O)NCCSc1ccccc1,3,6,34,-5,-0.6,4,2,-1.4,109,0
O=C(CSc1nnnn1-c1ccccc1)N1CCc2ccccc2C1,-1,2,1,-8,0.3,-1,1,-0.6,105,nt
O=C1OC(NC(=O)c2ccccc2)C(n2cc(CO)nn2)=C1Cl (centres undefined),-1,-2,-6,11,0.1,-24,6,0.3,102,nt
COc1ccc(N/C=C\C(=O)c2ccc3c(c2)OCO3)cc1OC,2,0,4,-1,-0.3,0,1,0.8,100,10
Cc1ccc(/C(N)=N/OC(=O)c2ccc3c(c2)OCO3)cc1,-23,-3,-5,-7,3.4,-1,2,-0.8,101,22
COc1ccc(N2CCN(CCCNC(=O)C3(S(=O)(=O)c4ccc(Cl)cc4)CC3)CC2)cc1,2,-4,0,-2,-0.4,2,-2,2.2,101,nt
N#CCCN(C(=O)COC(=O)C1CCN(S(=O)(=O)c2ccccc2C(F)(F)F)CC1)c1ccccc1,3,-2,12,-5,-0.5,-3,-2,1.1,102,0
Cc1ccccc1NC(=O)Cn1c(=O)sc2ccccc21,9,1,7,-17,-1.8,-1,-2,-1.1,109,-1
CCOC(=O)C1CCN(C(=O)COC(=O)/C=C/c2cccc(OC)c2OC)CC1,11,4,0,0,-2.9,-2,0,-0.9,98,-1
Nc1ccc(C(=O)OCc2nc3ccccc3s2)cc1,3,1,-2,-4,-0.6,-7,3,-2.4,99,4
CCCN1C2CCCC1CC(NC(=O)c1ccccc1OC)C2 (centres undefined),-1,2,14,-4,0.2,-3,-2,nt,110,2
Cc1cc(NC(=O)CCCC(=O)NCc2ccccc2)no1,-8,9,3,-1,1.6,-8,3,-1.6,100,-11
Cc1ccc(S(=O)(=O)N(C)C)cc1NC(=O)COC(=O)/C=C/c1ccc(F)cc1,9,0,4,-17,-1.9,1,-3,-0.6,99,5
CC(C)N(C1=N/C(=C\c2ccco2)C(=O)N1c1ccccc1)C(C)C,-30,-1,-2,-2,5.6,-6,-1,-2.0,107,-2
O=[N+]([O-])c1cccc(COc2ccc(CN3CCCCC3)cc2)c1,4,-3,-10,-2,-0.9,-5,0,2.3,109,9
COc1ccc(/C=N/NC(=O)c2[nH]c3ccc(Br)cc3c2-c2ccccc2)cc1,6,4,0,14,-1.3,-10,-4,0.0,83,-19
COc1cc(C(=O)N/C(=C\c2cn(S(=O)(=O)N(C)C)c3ccccc23)C(=O)N2CCCC2)cc(OC)c1OC,12,-3,20,-5,-2.4,2,-1,1.7,102,-2
CS(=O)(=O)N1CCN=C1SCc1ccc([N+](=O)[O-])cc1,4,-1,14,-16,-0.5,0,3,-0.3,89,-9
COc1cccc(NC(=O)CSc2nnc(CNC(=O)c3ccco3)n2C)c1,11,-6,6,-2,-1.8,3,0,0.3,102,2
COc1ccc(N2C(=O)CCC2(C(N)=O)c2ccccc2)cc1 (centres undefined),3,-1,2,12,-0.5,0,-2,0.4,112,nt
O=C(O)c1ccc2c(=O)[nH]c(CCl)nc2c1,11,0,25,-7,-2.3,-6,0,10,99,2
COc1ccc(C(=O)CC(=O)C(=O)Nc2ccccc2Cl)cc1,3,-6,-5,0,-0.7,-6,-2,-1.2,97,0
Cc1cccc(CN(CC(=O)N/N=C/c2cccs2)S(=O)(=O)c2ccc(Cl)cc2)c1,-15,-1,-2,0,3.6,0,3,0.0,nt,-2
O=[N+]([O-])c1ccc2nc(CCCO)[nH]c2c1,nt,nt,-4,nt,nt,-1,0,-1.3,103,7
COC(=O)N/N=C(\C)c1ccc2ccccc2c1OC(F)F,7,-6,0,0,-1.0,7,-2,2.1,101,0
Cc1nc(C)c(C(=O)OC(C)C(=O)Nc2ccc(F)cc2)s1 (centres undefined),6,-1,-11,-4,-1.6,2,-5,0.7,nt,1
Cc1ccc(C(=O)c2ccccc2C(=O)OCC(=O)Nc2ccc(SC(F)F)cc2)cc1,-27,-5,11,-3,5.3,-4,1,0.7,81,-1
CCN(CC(=O)NC1CCS(=O)(=O)C1)c1nc(-c2cccnc2)nc2ccccc12 (centres undefined),4,4,18,2,-0.7,0,-4,0.2,111,nt
COc1ccc(NC(=O)CN(C)C(=O)c2cccc(S(=O)(=O)Nc3ccc(F)cc3)c2)cc1,12,-1,5,-7,-3.1,2,2,-2.0,nt,-1
O=C(/C=C/C(Cl)(Cl)Cl)Nc1ccc(Cl)cc1,-79,3,-15,5,18*,-3,-1,1.8,85,0
Cn1nnnc1SCC(=O)Nc1cccc(S(=O)(=O)N2CCCC2)c1,12,1,3,-17,-2.4,-7,-4,0.6,94,0
O=C(O)C1C2C=CC(C2)C1C(=O)N1CCN(CCO)CC1 (centres undefined),13,4,5,-3,-2.5,-1,0,1.1,nt,-4
COc1ccc(OC)c(C(=O)c2ccc(C(=O)Nc3cccc4ccccc34)cc2)c1,-15,-1,11,-15,3.1,4,0,8.2,103,0
c1ccc(Nc2ccc(-n3ccnc3)nn2)cc1,16,1,-9,-2,-3.1,-5,-4,-0.7,105,-1
CC1CCCN(C(C(=O)Nc2ccc(C(C)C)cc2)c2ccc3c(c2)OCO3)C1 (centres undefined),-17,0,-4,-2,3.0,4,-1,-0.8,96,-1
N#CCOC(=O)/C=C/c1ccc2c(c1)OCO2,9,-1,-10,-13,-1.7,-4,15,-1.7,129,0
CCOc1ccc(N2C(=O)CC(N(CCc3ccccc3)C(=O)/C=C/C(=O)O)C2=O)cc1 (centres undefined),nt,nt,27,nt,nt,-2,1,-1.5,87,-1
CCCCCCC1CC(CC(=O)Nc2ccc([N+](=O)[O-])cc2)C(=O)O1 (centres undefined),-9,-2,11,3,1.8,-3,3,2.0,99,-2
Cc1cccc(NC(=O)c2ccccc2O)c1C,17,-5,-10,-11,-2.9,-7,-2,0.4,120,23
COc1cc(OC)cc(-c2cc(NC(C)=O)n[nH]2)c1,2,-1,20,-5,-0.3,-4,-3,0.5,99,3
CC(C)(C)c1nc(SCC(=O)Nc2nc3c(s2)CCCC3)c2ccccc2n1,1,5,18,-1,-0.1,-3,-2,1.3,89,nt
COc1cccc(NC(=O)Cn2nnc(C(=O)NCc3cccs3)c2N)c1,4,0,13,-8,-0.9,-3,-1,-0.6,101,-1
CCC(C)(c1ccc(C(=O)OC)s1)c1ccc(C(=O)OC)s1,-5,-1,-2,-2,0.9,-5,-5,0.7,95,nt
c1cncc(-c2nc3cc4ccccc4cc3[nH]2)c1,-17,-3,3,-9,3.0,0,2,0.0,123,25
CC(C)(C)c1ccc(C(=O)NNC(=O)CNC(=O)c2cccs2)cc1,-8,0,-5,-5,2.0,-6,4,0.8,nt,20
CCN(CC)C(=O)c1ccccc1NC(=O)c1cccc(S(=O)(=O)N(CC)CC)c1,8,-2,-8,0,-1.3,-1,-2,0.2,101,0
COC(=O)COc1ccc(=O)n(-c2ccccc2)n1,11,3,0,5,-1.9,-4,1,1.2,108,-9
C=CCOC(=O)c1ccc(-n2cnc(C)n2)nc1,9,2,22,-6,-1.7,3,12,-1.0,83,-2
Cc1cc(Nc2ccc3c(c2)OCCO3)c2ccccc2n1,0,-4,-2,-5,0.0,-5,-5,-1.1,100,-2

# (list continues)
Molecule,OPRM1-OPRD1 inv,cardiac RTF act,Arr AP2 block,RTF Ca sens inh,MOR-DOR ag,Keap1-Nrf2 PPI,V-ATPase pHluor,C-LANA FP,Pemphigus Ab inh,Wnt bcat act
OC(COc1ccccc1)CN1CCN(CC(O)COc2ccccc2)CC1 (centres undefined),6,4,-6,-9,-1.1,-5,2,0.6,102,-2
O=C(c1ccc2c3n(nc2c1)-c1ccc(Cl)cc1CO3)N1CCCCC1,3,0,1,0,-0.6,-1,-1,0.3,101,?
Cc1ccc(N2C(=O)CC(C)CC2=O)cc1,11,-1,5,-6,-2.4,4,3,-1.1,102,0
O=S(=O)(NCCSCc1ccc(Cl)c(Cl)c1)c1ccc2c(c1)OCCO2,-25,0,7,1,4.2,-2,-5,-0.6,102,nt
Cc1cc(C)cc(NC(=O)CS(=O)(=O)c2cccc3nsnc23)c1,8,0,5,-4,-1.3,-1,1,0.7,nt,-1
COc1ccc(CNC(=O)CN(c2cccc([N+](=O)[O-])c2)S(C)(=O)=O)cc1,8,1,-16,5,-1.4,2,0,-1.7,99,0
CN(CC(=O)Nc1c(Cl)cccc1Cl)C(=O)Cc1cccs1,-5,1,12,-12,1.3,-1,0,0.7,nt,-5
CN(C(=O)COC(=O)C1=COCCO1)C1(C#N)CCCCC1,18,-4,4,-3,-4.8,-5,-1,1.8,101,-3
